# Screens from PubChem BioAssay.
# NCI-60 one-dose screen, 48 h, at 10 µM unless noted. Numbers give growth in % (100 = growth as untreated, 0 = no growth, -100 = all killed).
# HL-60(TB): HL-60(TB) leukemia cells. actives 9% (n = 78,000). AID 1794776; active means growth percent below 10
# Active calls of the source: *. Not all compounds are listed; the hit share may differ from the screen's.
SMILES,HL-60(TB)
CN(C)c1ccc(C2CC(n3nnnc3-c3ccccc3)=NN2)cc1 (configuration not stated),87.7
N#C/C(=C\c1ccc(-c2ccccc2)o1)c1nc(-c2ccco2)cs1,99.3
CC(=O)CC(c1ccccc1)c1c(-c2ccccc2)n(C)c2ccccc12 (configuration not stated),104.2
CC(=O)CCS(=O)c1ccccc1 (configuration not stated),97.4
C=CC/C(=N\OS(=O)(=O)O)SC1OC(CO)C(O)C(O)C1O (configuration not stated),91.7
COc1ccc(/C=N/NC(=S)NC23CC4CC(CC(C4)C2)C3)cc1OC,98.3
CCc1c(Nc2ccccc2C)nc(N)[nH]c1=O,88.9
FC(F)(F)c1cn(CCN2CCNCC2)c2ncnc(Cl)c12,57.8
O=C(NC(=S)Nc1cc(-c2ccc(Cl)cc2)[nH]n1)c1cccs1,78.1
Cc1c(O)cccc1Cl,111.6
N=C1S/C(=C/c2ccc(-c3ccc4c(c3)C(=O)NC4=O)o2)C(=O)N1c1ccc(Br)cc1,50.5
Oc1c(I)cc(I)cc1CNCCCN(Cc1ccccn1)Cc1ccccn1,-27.1*
O=C=Nc1ccccc1-c1ccccc1,101.1
CCOc1ccc(C(C)(C)C)cc1-c1ccccc1,99.7
CCCCCCCSc1ncnc2[nH]ncc12,87.4
COc1ccc(OC)c(/C=C(/C)[N+](=O)[O-])c1,62.3
[O-][N+]12CCCCC1CCCC2CO (configuration not stated),79.0
CCCNS(=O)(=O)c1ccc(Cl)cc1,105.1
CSc1nnc2c3cc(Cl)ccc3n(C)c2n1,103.7
CN1CCN(CC(=O)NNc2ncnc3ccccc23)CC1,103.3
CCCC1=C(C(=O)OCC)C(c2cccc(C#N)c2)C(C(=O)OC)=C(C)N1 (configuration not stated),88.9
CCOC(=O)c1nn(-c2ccc(C)cc2)cc1C(=O)c1cc2c(ccc3ccccc32)oc1=O,81.5
O=C(Nc1cccc(Cl)c1)Nc1cccc(Cl)c1,43.9
Cc1cccc2c(NCCN(C)C)c3cccc(C(=O)NCCN(C)C)c3nc12,-8.7*
CCCCOC(=O)C(C)OCCC#N (configuration not stated),99.7
O=C(O)c1ccc(C(=O)c2ccc(C(=O)c3ccc(C(=O)O)cc3)cc2)cc1,127.3
Nc1nc2c(N=Nc3ccccc3)c(N)nn2cc1-c1nc2ccccc2s1,95.9
CC(=O)OC1CC2C(C)(C)OC3CC(=O)OCC32C2CCC3(C)C(=CCC3c3ccoc3)C12C (configuration not stated),115.9
COc1ccccc1CNCCCN1C(=O)c2ccc3c4c(ccc(c24)C1=O)C(=O)N(CCCNCCCCNCCCCN)C3=O,-37.8*
Fc1ccc(Nc2nc(Nc3cnc4ccccc4c3)c3[nH]cnc3n2)cc1Cl,80.0
Cn1cnc2c(ncn2C)c1=N,91.1
C=CCn1cc(COc2cccnc2NC(=O)c2ccccc2)nn1,94.1
Fc1ccc(/C=C/c2nc3ccccc3n3c(-c4ccc(Cl)cc4)nnc23)cc1,3.6*
Cc1cccc2[nH]c(=S)[nH]c12,113.1
Clc1ccc2c(c1)C[C@H]1C[C@@H](c3ccc(Br)s3)N2O1,117.5
Nc1nnc(CSc2ccc(Cl)cc2)s1,100.8
c1coc(-c2nc(N3CCOCC3)nc3cc(-c4cccs4)nn23)c1,76.9
CCCCCCCCCCCCCCC1CC(=O)OC1=O (configuration not stated),108.3
CCCCCCCCCCCCOC(=O)OCCCCCCCCCCCC,106.9
Clc1ccc(-c2nnc(Nc3ccc(Br)cc3)o2)cc1,106.7
CCOC(=O)Cc1nnn(C)n1,133.1
CCN1CCCC(Sc2nc3c([nH]2)c(=S)n(C)c(=O)n3C)C1 (configuration not stated),93.1
COc1ccc(/C(C#N)=C/c2cccc(OC)c2OC)cc1,76.7
O=C(CS(=O)(=O)c1ccc(Cl)cc1)Nc1ccccc1C(=O)O,100.3
NC1=C(/C(N)=N/O)C(c2ccccc2)c2ccc3ccccc3c2O1 (configuration not stated),-19.0*
O=S(=O)(O)c1cccc2ccc(O)cc12,114.7
COc1ccccc1N1CCCCC1,101.3
COC(=O)[C@@H](NS(=O)(=O)N(c1ccc(F)cc1)C1CCN(C(=O)OC(C)(C)C)CC1)C(C)C,88.6
N#CS/C=C/SC#N,98.1
COc1ccc(NCc2cccn2Cc2ccc(F)cc2)cc1,101.4
CCOC(=O)N1C/C(=C/c2ccc(OC)cc2)C(=O)/C(=C/c2ccc(OC)cc2)C1,16.7
Nc1cccnc1N,103.9
Cc1cc(C(O)CN(CCC(C)C)CCC(C)C)cc2c1ccc1cc(C(C)C)ccc12 (configuration not stated),92.0
CN(C)c1nc(NCCNS(=O)(=O)c2ccc(C3=Nc4c(N)nc(N)nc4NC(c4ccccc4)C3)cc2)nc(N2CCOCC2)n1 (configuration not stated),82.4
C1=CC2C(C1)C1CC(OCCOC3CC4CC3C3C=CCC43)C2C1 (configuration not stated),89.0
O=C(/C(=C/c1ccco1)Cc1nc2ccccc2[nH]1)c1nc2ccccc2[nH]1,123.3
CC1=C[C@H]2c3c(c(O)c(O)c4oc5cc(O)cc(O)c5c(=O)c34)[C@H](c3cc(O)c(O)c4oc5cc(O)cc(O)c5c(=O)c34)[C@H]2C(C)(C)C1,-3.8*
CCCCN(CCCC)P(=O)(Oc1ccccc1)Oc1ccccc1,32.5
CC(C)=C[C@@H]1CC2Cc3ccccc3N1O2 (some centres not stated),108.7
Cn1c(=O)c2ncn(C)c2n(C)c1=O,89.9

# Next records.
SMILES,HL-60(TB)
COc1cc2cc(COc3nccc(-c4ccc(Cl)cc4)n3)c(=O)[nH]c2cc1OC,70.2
CCOC(=O)c1cc(OCC)c2c(ccc3ccccc32)n1,98.6
COc1ccc(/C=C2\SC(=Nc3cc(C)[nH]n3)NC2=O)cc1,87.1
O=C1CCn2c1c(O)c1ccccc1c2=O,110.0
CCCCCCCCn1c2ccccc2c2c3c(c4c5cc(OC)ccc5oc4c21)C(=O)NC3=O,97.0
O=C(NNC(=O)c1ccc2ccccc2c1)c1cccc(Br)c1,85.1
O=C(Nc1cccc2c1[nH]c(=O)c1ccccc12)C(F)(F)F,86.1
Fc1ccc([I+]c2ccc(F)cc2)cc1,54.5
Cc1ccc(-n2c3c(c(-c4ccccc4)c2-c2ccccc2)C2=NCCN2C=N3)cc1,98.5
C=C[C@]1(C)CC2=C(C[C@@H]1O)[C@@]1(C)C(CC2=O)C(C)(C)CC[C@H]1O (some centres not stated),74.5
COc1ccc(NC(=O)COc2ccc(/C=N/Nc3nc4ccccc4s3)cc2)cc1,105.0
CC(=O)NCCSC(=O)CCCCC(=O)SCCNC(C)=O,120.3
COc1ccc(Oc2coc3cc(OC(=O)C(C)(C)C)ccc3c2=O)cc1,98.4
Cc1ccc(N=C2S/C(=C\c3ccc(Cl)cc3)C(=O)N2Cc2nc3ccccc3[nH]2)cc1,129.9
CC(C)CCNC(=O)/C=C/Cn1ccc2ccccc2c1=O,109.4
CCCCCCCCCCOc1ccc(C(=O)Oc2ccc(CSP(=O)(OCC3OC(n4cnc5c(N)ncnc54)C(F)C3O)OC3C(CO)OC(n4ccc(=O)[nH]c4=O)C3F)cc2)cc1 (configuration not stated),88.6
c1ccc2sc(SCCCCn3ccnc3)nc2c1,89.0
C=CCSC1=NC2C(N(CC)C(=O)N2CC)N1/N=C/C=C/c1ccccc1OC (configuration not stated),45.6
CS(=O)(=O)Cc1cnc(C2OCCO2)s1,88.5
O=C(Nc1ccccc1)c1c(O)[nH]c(=O)[nH]c1=O,112.7
NC(N)=NCCCCCNc1noc(Cc2c[nH]c3cc(Br)ccc23)n1,44.9
O=C(O)c1ccc2c(c1)CCC2,68.3
CC1C(c2ccccc2)OC(=O)N1C (configuration not stated),52.5
CN(C)C(=O)C1=NC(CO)C(=O)N(c2ccc(Cl)cc2)N1 (configuration not stated),109.6
Cc1nnc(NS(=O)(=O)c2ccc(NC3=C(Cl)C(=O)c4ncccc4C3=O)cc2)s1,94.3
COc1cc(C)ccc1Oc1nc(Nc2ccc(N3CCOCC3)cc2)ncc1NCc1ccc(Cl)cc1,85.7
CCOC(=O)c1cc(Cl)nc2ccccc12,96.2
CSc1nc(N)nc2c1ncn2C1OC(CO)CC1O (configuration not stated),108.1
COc1ccc(-c2nnc(CNc3ccccn3)o2)cc1OC,99.6
Cc1ccc(Cn2c(-c3cccs3)nc3ccccc32)cc1,121.6
C=C(C)[C@@H]1CC[C@]2(C)[C@H](CC[C@@H]3[C@H]4[C@H]5OC[C@@]4(CCC5(C)C)CC[C@]32C)[C@@]1(C)CCCN,-4.7*
COc1ccc2c(=O)c(OC)c(-c3cc(OC)c(OC)c(OC)c3)oc2c1,85.1
Cc1nn(-c2ccccc2)c(Oc2ccccc2)c1/C=N\N=c1/sc2ccccc2n1C,53.1
N#Cc1c(-c2ccco2)nc(N2N=C(c3ccccc3)CC2c2ccc(F)cc2)[nH]c1=O (configuration not stated),91.3
COc1ccc2nc(NC(=O)Nc3c(F)cccc3F)sc2c1,79.1
COc1ccc(-c2nn(-c3ccccc3)cc2/C=C2\SC(=S)N(CCc3ccc(O)cc3)C2=O)cc1,84.0
O=C(NCc1cccc(C(F)(F)F)c1Cl)C1CCC(=O)N1c1cccs1 (configuration not stated),101.7
COc1cc(OC)c(N2C(=O)c3cccc4cccc(c34)C2=O)c(OC)c1,97.0
COC(=O)c1ccccc1N1C(=O)C=CC1=O,83.0
COc1cc(CC#N)cc(OC)c1OC,87.8
O=C1NC(=NC23CC4CC(CC(C4)C2)C3)N/C1=C\c1ccc2ncccc2n1,-19.1*
COc1cc(OC)c([N+](=O)[O-])cc1C=O,114.9
CC1=CC(=O)c2ccccc2C1=O,106.2
O=Nc1ccc2ccccc2c1O,74.3
COc1ccc(OC)c(Cn2cc3c(c2-c2ccccc2)CCCc2cnoc2-3)c1,104.5
O=C(O)c1ccc(N=CC(=O)c2ccc(-c3ccccc3)cc2)cc1,77.4
CC1=C(c2ccc3c(c2)[nH]c2ccccc23)[C@@]2(CCCO)c3cc4c(cc3CC[C@H]2[C@@H]1C)OCO4,109.8
C/C=C1/CN2CC[C@@]34c5ccccc5N[C@@]23[C@H](O)C[C@@H]1C4(CO)C(=O)OC (some centres not stated),101.5
COc1ccc(C(=O)c2no[n+]([O-])c2C(=O)c2ccc(OC)cc2)cc1,-79.7*
CCCCOc1nc2ccc(C)cc2cc1-c1cc(-c2ccc(Cl)cc2)nc(-c2ccc(Cl)cc2)c1,98.8
Nc1nccnc1C(=O)O,109.4
Cc1cc2nc3c4cc(Br)c(Br)c(Br)c4n(CCN(C)C)c3nc2cc1C,97.7
CN(CCO)c1ncnc2c1ncn2C,93.0
N#CC1(Nc2ccc(Br)cc2)CCCC1,42.6
CCOC(=O)/C(=C/Nc1ccc(OCc2ccccc2)cc1)NC(=O)c1ccccc1,118.1
O=C1COc2ccccc2C(=O)N1CCCCn1ccnc1,88.7
Cc1cc(Cl)cc2c1OCN(c1ccccc1)C2,91.5
CC(C)c1ccc(Nc2n[nH]c(=S)s2)cc1,97.7
O=[N+]([O-])c1ccc(Oc2cccc3ccccc23)c([N+](=O)[O-])c1,93.1
COC(=O)c1ccc(I)c(C)c1,110.4

# Later entries:
SMILES,HL-60(TB)
CC(C)c1ccc(NC(=O)Nc2cccc3ccccc23)cc1,99.9
COc1cc(Cl)cc(-c2nn(-c3cccc(NC(=O)Nc4cc(C(F)(F)F)cc(C(F)(F)F)c4)c3)cc2-c2ccncc2)c1,-20.1*
N#C/C(=C\c1cccc(Cl)c1)c1nc(N)nc(Nc2ccc(S(N)(=O)=O)cc2)n1,99.4
Cn1cc(-c2cc(N)n3nc(-c4c[nH]c5ccc(Cl)cc45)cc3n2)c2cc(Br)cnc21,-60.4*
COc1cc(OC)c(/C=C/C(=O)c2ccc(Nc3ncnc4cc(OC)c(OC)cc34)cc2)c(OC)c1,103.1
Cn1cc(C(=O)c2nc(-c3c[nH]c4ccc(Br)cc34)no2)c2cc(Br)ccc21,82.9
C[C@]12CC[C@@H](O)C[C@H]1CC[C@@H]1[C@@H]2CC[C@@]2(C)[C@H]1CC[C@]2(O)C(=O)CO,100.3
CC(=O)OC1CCC2C3CCc4cc(OP(=O)(N5CC5)N5CC5)ccc4C3CCC12C (configuration not stated),68.2
Fc1ccc(NC(=S)N/N=C\c2ccccc2Cl)cc1,86.8
